Bioassay records as filed in PubChem BioAssay.
DENV2 CPE rescue – protects cells from dengue virus 2 cytopathic effect. 350,000 tested, 1.7% active. DENV2-infected cells, cytopathic effect rescue, plate reader. CPE inhibition, % at 9.99 µM. AID 651640; in the data active = CPE inhibition above about 20%, passing the limit was not always enough; inconclusive = no clear call, values can overlap the other calls; tested in BHK-21 cells;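 note: 0% = median of neutral control wells and 100% = median of positive control wells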
ERp5 block – ERp5 (human) disulfide isomerase inhibition; Q15084; AID 651711; ERp5 insulin aggregation, absorbance 650 nm, 90 min; 350,000 tested, 0.05% active; inhibition, % at 9.99 µM;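 active = mean replicate inhibition above about 25%, with every replicate also reaching it, limit read from the data, passing the limit was not always enough; inconclusive = only one of those two criteria met; inactive = neither criterion met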
Casp6 inh – inhibitors of human caspase-6; 350,000 tested, 0.53% active; purified caspase-6, Z-VEID-R110 cleavage fluorescence; inhibition, % at 12.5 µM; P55212;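 active = mean inhibition across replicates at least about 35%, with every replicate also reaching that limit, limit read from the data; inconclusive = only one of the two criteria met; inactive = neither criterion met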;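 note: 0% = median of neutral control wells and 100% = no fluorescence left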
SIRT5 inh – blocks human SIRT5 desuccinylation of peptide; Q9NXA8; Purified SirT5, succinyl-peptide AMC, trypsin-coupled fluorescence; inhibition, % at 15 µM; 330,000 tested, 1.1% active; in the data active = inhibition above about 15%; inconclusive = no clear call, values can overlap the other calls
CFTR F508del cor – correctors of CFTR F508del function in bronchial epithelial cells; CFBE cells, YFP halide quenching; stimulated with forskolin plus potentiator P3; % fluorescence drop versus neutral controls; activity (quench increase), % at 7.58 µM; 350,000 tested, 0.36% active; AID 720511;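 active = mean added fluorescence quench of at least 8% versus neutral control, with both replicates also reaching 8%; inconclusive = only one of the mean or replicate conditions met; inactive = mean below 8% and not both replicates reaching 8%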;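 note: cells transiently co-express mutant CFTR-F508del with the halide-sensitive YFP; corrector assay measuring rescue of mutant channel to the surface after 24 h compound exposure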
miR122 inh – blocks miR-122 activity in Huh7 sensor cells. AID 602342. activation (reporter increase), % at 12.5 µM. Huh7 miR-122 Renilla luciferase sensor, 48 h; neutral wells = 0, positive control = 100. 340,000 tested, 0.3% active;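 active = mean replicate activation score at least 90 and every replicate individually at or above 90; inconclusive = only one of the two criteria met; inactive = neither criterion met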;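 note: higher luciferase means less miR-122 activity so hits act as miR-122 inhibitors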
ERAP1 inh – inhibitors of human ERAP1 aminopeptidase; recombinant ERAP1, Leu-AMC fluorescence, 60 min; inhibition, % at 10.7 µM; 340,000 tested, 0.15% active;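 active = mean replicate inhibition of at least 30%, or all replicates individually reaching that 30% level; inactive = mean below 30% and not every replicate reaching it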;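 note: 0% = neutral control wells and 100% = L-leucinethiol positive control wells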
Target sequence (Q9NZ08 whole entry, looked up): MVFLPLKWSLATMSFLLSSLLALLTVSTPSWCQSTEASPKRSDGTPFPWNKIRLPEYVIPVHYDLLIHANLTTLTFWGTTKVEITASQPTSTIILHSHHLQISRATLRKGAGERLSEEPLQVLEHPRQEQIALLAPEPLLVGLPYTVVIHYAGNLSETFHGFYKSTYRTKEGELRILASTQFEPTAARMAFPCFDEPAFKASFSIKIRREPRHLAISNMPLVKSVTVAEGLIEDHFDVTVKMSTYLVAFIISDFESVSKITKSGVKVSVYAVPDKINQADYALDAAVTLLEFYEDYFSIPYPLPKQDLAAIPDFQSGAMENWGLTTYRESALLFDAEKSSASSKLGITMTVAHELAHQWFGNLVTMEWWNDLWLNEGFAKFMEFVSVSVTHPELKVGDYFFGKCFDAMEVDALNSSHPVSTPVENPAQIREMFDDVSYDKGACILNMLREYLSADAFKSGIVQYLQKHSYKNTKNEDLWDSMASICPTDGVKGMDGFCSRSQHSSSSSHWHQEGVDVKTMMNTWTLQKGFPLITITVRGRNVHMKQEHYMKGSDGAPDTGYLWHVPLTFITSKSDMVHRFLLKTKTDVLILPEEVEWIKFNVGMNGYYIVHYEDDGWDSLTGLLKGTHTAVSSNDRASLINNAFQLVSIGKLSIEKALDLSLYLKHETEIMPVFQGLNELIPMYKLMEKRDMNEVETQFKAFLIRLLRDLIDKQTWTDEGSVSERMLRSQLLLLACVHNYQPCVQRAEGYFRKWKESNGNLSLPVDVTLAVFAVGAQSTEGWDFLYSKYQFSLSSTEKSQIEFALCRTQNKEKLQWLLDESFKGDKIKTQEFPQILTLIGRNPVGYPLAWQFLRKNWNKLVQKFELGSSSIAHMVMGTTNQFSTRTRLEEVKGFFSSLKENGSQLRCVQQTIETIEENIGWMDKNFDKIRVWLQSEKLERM
An asterisk follows results filed as active; ? = inconclusive; nt = not tested or not shown; [ ] = remark or other dose. Rows were taken by chance. About 4% of those tested had a hit in this group.

SMILES	DENV2 CPE rescue	ERp5 block	Casp6 inh	SIRT5 inh	CFTR F508del cor	miR122 inh	ERAP1 inh
Cc1noc(C)c1NC(=O)N[C@H]1CC[C@H](CCNC(=O)C2CC2)O[C@H]1CO	6	-2	-3	18*	-0.5	nt	1
O=C(NCc1ccncc1)c1cc(-c2ccc(Cl)cc2)oc1C(F)(F)F	6	1	-2	-2	3.0	1	nt
COCCN(C(=O)COC(=O)CC(C)c1ccccc1)c1c(N)n(Cc2ccccc2)c(=O)[nH]c1=O (configuration not stated)	31*	-1	-2	1	1.9	-8	-5
COc1ccc(S(=O)(=O)N2CCC(C(=O)OCC(=O)c3ccccc3)CC2)cc1[N+](=O)[O-]	?	1	-9	-5	2.7	-11	4
CO[C@H]1CN(C)C(=O)c2cc(NC(=O)C3CC3)ccc2OC[C@H](C)N(CCC(F)(F)F)C[C@H]1C	3	3	1	3	-1.0	nt	1
Cc1nc2oc3ccccc3c(=O)c2cc1C(=O)O	4	-1	0	-2	-3.5	-5	1
COc1ccc(CNC(=O)CC23CC4CC(CC(C4)C2)C3)cc1OC	4	-16	0	-2	-2.4	nt	5
C/C=C/c1ccc2c(c1)O[C@@H](CN(C)C(=O)NCCC)[C@@H](C)CN([C@@H](C)CO)S2(=O)=O	2	2	5	-2	1.2	-2[16.7 µM]	-3
COc1ccc(NC(=O)Nc2cccc3c2O[C@@H](CN(C)C)[C@H](C)CN([C@@H](C)CO)C3=O)cc1	2	4	-3	-2	0.3	-10[16.7 µM]	2
CCc1nc(SCc2cccnc2)c2c(=O)n(C)c(=O)n(C)c2n1	-9	2	-1	-7	2.5	nt	6
CN(C)c1cccc(C(=O)Nc2cc(C(F)(F)F)ccc2-n2cnc3ccccc32)c1	25*	0	1	nt	-0.3	nt	8
Cc1ccc(C2CC(c3ccc(Br)cc3)=NN2C(=O)CSC2=NN3CCCC(=O)N=C3S2)cc1 (configuration not stated)	-4	2	-1	-19	0.1	-1	1
CNc1nc(N)c(C(=O)C(C)(C)C)s1	nt	3	-2	-4	nt	-2	-2
COc1cccc(S(=O)(=O)N2CC[C@@H]3[C@H](CO)Nc4ccc(C5=CCCCC5)cc4[C@@H]32)c1	-26	3	-1	4	4.8	0[16.7 µM]	0
COC(=O)Cn1ncc2c(C)n(Cc3ccccc3)c(C)c2c1=O	4	0	1	-1	4.2	5	9
O=C(c1cc2cc(Cl)ccc2oc1=O)N1CCCCCCC1	2	1	-3	-6	0.5	-3	-1
N#Cc1cccc(-c2ccc3c(c2)[C@H]2[C@H](CCN2S(=O)(=O)c2ccccc2F)[C@@H](CO)N3)c1	8	1	-2	5	2.3	7[16.7 µM]	-2
COc1ccc(NC(=O)Nc2ccc3c(c2)OCO3)c(C)c1	5	-2	-2	-3	-1.1	1	-1
C=CCNC(=O)COc1coc(CN2CCN(Cc3ccccc3)CC2)cc1=O	3	1	-4	-1	3.9	-2	1
O=C(c1cc2cc(F)ccc2[nH]1)N1CCc2ccccc2C1	-3	nt	1	-1	7.2	14	0
COC(=O)c1sccc1NC(=O)COc1ccc(F)cc1Cl	-2	0	-1	-3	0.9	-2	2
CCn1c(SC(C)C(=O)Nc2ccc3c(c2)OCCO3)nnc1C1CC1 (configuration not stated)	-4	-3	-3	-1	-0.8	-2	2
C/C=C/c1ccc([C@H]2[C@@H](CO)N(S(=O)(=O)c3cccc(F)c3)[C@H]2C#N)cc1	-3	-1	1	4	-1.8	nt	-2
OC(CN1CCCCC1)Cn1c2ccccc2c2ccccc21 (configuration not stated)	0	1	0	-3	1.1	nt	-6
COCCNC(=O)[C@H]1[C@H](CO)[C@H]2Cn3c(ccc(-c4cccc(F)c4)c3=O)[C@@H]1N2C(=O)NC(C)C	-3	2	4	-32	nt	nt	0
CN1CCN(C(=O)C[C@H]2C[C@@H]3c4cc(NC(=O)Cc5ccncc5)ccc4O[C@@H]3[C@@H](CO)O2)CC1	-7	2	-1	-1	-0.6	3[16.7 µM]	-2
S=C(Nc1cccc(Cl)c1Cl)N1CCC2(CC1)OCCO2	1	7	2	-2	-2.5	2	0
Cc1ccc(S(=O)(=O)Nc2ccc3c(c2)C(=O)N([C@H](C)CO)C[C@@H](C)[C@H](CN(C)Cc2ccc(C(F)(F)F)cc2)OCCCC[C@@H](C)O3)cc1	-28	1	2	10	3.3	-12[16.7 µM]	1
Cc1cc(Br)ccc1SCC(=O)OCC(O)=C(C#N)c1nc2ccccc2[nH]1	2	1	-4	nt	-1.9	-3	2
Cc1cc(C)n(CC(O)COc2ccc3ccccc3c2)n1 (configuration not stated)	-10	6	0	nt	1.9	nt	-1
CO[C@H]1CN(C)C(=O)c2cc(C#N)ccc2OCC[C@@H]2CC[C@H](OC)[C@@H](CN(C)C(=O)[C@H]1C)O2	1	-8	4	0	nt	nt	-3
CN(C)C(=O)c1cccc(-c2ccc3c(c2)[C@H]2[C@H](CCN2C(=O)c2ccccc2)[C@@H](CO)N3C)c1	-8	-6	-1	15*	-3.4	33[16.7 µM]	-3
CC(NC(=O)c1ccc(OC2CCN(Cc3ccccn3)CC2)cc1)c1nccs1 (configuration not stated)	-4	2	17	1	-1.5	-9	-1
Cc1ccccc1OCC(=O)OCC(=O)NCC1CCCO1 (configuration not stated)	-5	15	1	1	-2.6	nt	-1
COCCn1ccc2c(OCC(=O)Nc3cc(OC)ccc3OC)cccc2c1=O	-7	-16	-2	-4	-2.4	-7	0
CNC[C@H]1OCCCC[C@H](C)Oc2ccc(NS(=O)(=O)c3ccc(C)cc3)cc2C(=O)N([C@H](C)CO)C[C@H]1C	-4	5	-1	1	0.7	1[16.7 µM]	2
Cc1cccc(NC(=O)c2cc(-c3ccc(C)s3)nc3ccccc23)n1	-1	-10	-7	-7	nt	6	8
O=C(c1ccco1)N1CCN(Cc2ccccc2F)CC1	-2	1	-4	3	1.1	2	1
Cc1ccc(CNC(=O)CS(=O)Cc2nc(-c3ccccc3F)oc2C)cc1 (configuration not stated)	-2	4	2	-1	1.1	nt	-4
CCS(=O)(=O)Nc1ccc2c(c1)C(=O)N(C)[C@@H]1CC[C@H](CC(=O)NCc3ccc(OC)cc3)O[C@H]1CO2	8	4	0	-8	0.8	39[16.7 µM]	-1
CCOC(=O)c1cc(CC)sc1NC(=O)c1ccc(N2C(=O)CCC2=O)cc1	-9	-5	-3	-8	2.8	nt	-2
CCOc1ccc(C(CC(=O)O)NC(=O)C23CC4CC(CC(C4)C2)C3)cc1OC (configuration not stated)	nt	2	-5	-4	-0.5	nt	-4
CC(C)[C@H](N)c1cn([C@@H](CC(N)=O)C(=O)N2CCNCC2)nn1	7	1	-17	nt	1.6	1	-1
Cc1cccc(-c2ccc3[nH]c4c(c3c2)CCN2C[C@@H]([C@H](C)O)[C@@H](N(C)C(=O)Nc3ccc(F)cc3)C[C@@H]42)c1	-12	4	-7	2	-0.1	-6	7
COc1ccc(C(=O)Nc2ccc3c(c2)C(=O)N(C)C[C@@H](OC)[C@H](C)CN[C@H](C)CO3)cc1	12	-2	3	-1	0.5	10[16.7 µM]	-6
O=S(=O)(NCc1cn2ccccc2n1)c1ccccc1F	-6	12	3	-5	-1.3	nt	0
CC(C)C(NS(=O)(=O)c1cccc2nsnc12)C(=O)NC1CCCCC1 (configuration not stated)	5	-1	0	-3	2.5	-1	-2
Cc1ccc(N(Cc2cc3ccc(C)cc3[nH]c2=O)C(=O)c2ccco2)cc1	2	-5	4	-22	0.4	nt	1
Cc1ccc(NC(=O)c2ccc(Cl)c(S(=O)(=O)NCC3CCCO3)c2)c(O)c1 (configuration not stated)	?	6	6	2	0.7	54	-2
Cc1ccc(-n2ncc3c2CCCC3NC(=O)CCn2ccnc2C)cc1C (configuration not stated)	6	9	-12	0	0.1	-2	0
COC(=O)[C@H](Cc1ccccc1)NC(=O)NCc1ccccc1	-1	2	-1	-3	0.8	-5	6
COc1ccc(-c2c(NC(=O)c3ccco3)oc3ccc(Cl)cc3c2=O)cc1	-4	-4	5	-6	1.1	4	5
CCCC(=O)Nc1ccc2c(c1)C(=O)N(C)C[C@H](OC)[C@H](C)CN(C(=O)c1ccccc1F)[C@@H](C)CO2	10	1	-4	-6	-1.0	19[16.7 µM]	-2
Cc1cc(NC(=O)c2ccc([N+](=O)[O-])o2)ccc1NC(=O)c1ccco1	-5	5	5	4	nt	nt	2
Cc1ccc(S(=O)(=O)Nc2cccc3c2O[C@H](CN(C)C(=O)Nc2ccccc2)[C@@H](C)CN([C@@H](C)CO)C3=O)cc1	-8	-2	-4	5	0.0	50[16.7 µM]	1
Cc1ccc(NC(=O)CN2CCC(NC(=O)Cc3ccccc3)CC2)cc1C	3	-2	1	-1	-0.2	-4	-3
COc1ccc2c3c([nH]c2c1)[C@@H](CO)N(C(=O)Nc1ccc(F)cc1)CC31CN(Cc2cc(-c3ccccc3)on2)C1	18	-3	-1	0	1.5	nt	-7
CC(C)N1CCc2c(sc(NC(=O)CCS(=O)(=O)c3ccccc3)c2C(N)=O)C1	?	2	-6	0	0.7	nt	-3
CCN(CC)C(=O)Cn1cc(S(=O)(=O)CC(=O)Nc2ccccc2C)c2ccccc21	?	3	3	-3	1.6	-1	-4
CCC1(C)NC(=O)N(CC(=O)NCC(=O)Nc2c(C)cc(C)cc2C)C1=O (configuration not stated)	9	7	-3	-6	3.8	-8	-4

5 neighbouring records from above:
SMILES	DENV2 CPE rescue	ERp5 block	Casp6 inh	SIRT5 inh	CFTR F508del cor	miR122 inh	ERAP1 inh
CCOC(=O)c1cc(CC)sc1NC(=O)c1ccc(N2C(=O)CCC2=O)cc1	-9	-5	-3	-8	2.8	nt	-2
CCOc1ccc(C(CC(=O)O)NC(=O)C23CC4CC(CC(C4)C2)C3)cc1OC (configuration not stated)	nt	2	-5	-4	-0.5	nt	-4
CC(C)[C@H](N)c1cn([C@@H](CC(N)=O)C(=O)N2CCNCC2)nn1	7	1	-17	nt	1.6	1	-1
Cc1cccc(-c2ccc3[nH]c4c(c3c2)CCN2C[C@@H]([C@H](C)O)[C@@H](N(C)C(=O)Nc3ccc(F)cc3)C[C@@H]42)c1	-12	4	-7	2	-0.1	-6	7
COc1ccc(C(=O)Nc2ccc3c(c2)C(=O)N(C)C[C@@H](OC)[C@H](C)CN[C@H](C)CO3)cc1	12	-2	3	-1	0.5	10[16.7 µM]	-6

Next entries.
SMILES	DENV2 CPE rescue	ERp5 block	Casp6 inh	SIRT5 inh	CFTR F508del cor	miR122 inh	ERAP1 inh
CCC(=O)Nc1ccc2c(c1)OC[C@H](C)N(Cc1cccc(F)c1)C[C@@H](C)[C@H](OC)CN(C)C2=O	nt	-4	-4	20*	0.3	0[16.7 µM]	-3
COc1ccc(OC)c(NC(=O)C2(C)CCN2C(=O)C2(c3ccc(Cl)cc3)CCC2)c1 (configuration not stated)	1	3	3	-4	-0.1	3	0
Cc1ccsc1CNC1C2CC3CC(C2)CC1C3 (configuration not stated)	-2	3	0	-3	nt	nt	7
CC(C)(C)C1CCC(C(=O)OCC(=O)N2CCOCC2)CC1 (configuration not stated)	0	0	0	1	-2.6	nt	-2
CC(C)NC(=O)N1CC2(C1)[C@H](c1ccccc1)[C@H](CO)N2C(=O)C1CCCC1	-16	1	-3	-2	1.0	nt	0
Cc1ccc(C(=O)N2CCN=C2SCc2ccc([N+](=O)[O-])cc2)cc1C	2	4	-1	-3	7.9	nt	5
CSc1ccc(CNc2nc3ccccc3n3cnnc23)cc1	1	1	-3	-4	3.7	-3	nt
CN(C)S(=O)(=O)c1ccc(N2CCCC2)c(C(=O)Nc2ccccc2OC(F)F)c1	10	3	2	-3	-3.6	-1	1
COc1ccc(Cl)cc1C(=O)OCC(=O)N1CCCC(C)C1 (configuration not stated)	0	-7	0	0	-0.2	nt	3
CC1CCN(C(=O)c2cc3ccccc3cc2O)CC1	3	12	1	0	3.6	14	0
CCC(C)OC1OC(CO)C(O)C(O)C1NC(C)=O (configuration not stated)	nt	0	0	-1	nt	nt	-1
COc1ccc(C(=O)N[C@H](C(=O)NCc2ccco2)C(C)C)cc1	-3	4	1	1	-1.0	-3	-4
COc1ccc(/C=C(/NC(=O)c2ccco2)C(=O)NCc2ccco2)cc1OC	-4	7	2	0	2.1	-3	0
Cc1ccc(Oc2ccc(C=O)cn2)cc1	-2	-1	1	5	-2.1	nt	-5
